GSTO1 inh – inhibitors of recombinant GSTO1, primary screen, counter-screen for RBBP9 inhibitor project, biochemical, fluorescence polarization | activity-based probe fluorescence polarization | AID 1974, 2009 | 300,000 tested, 1.1% active | inhibition, % at 5.96 µM | Glutathione S-transferase omega-1 (Homo sapiens), P78417;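 active = inhibition above the campaign mean inhibition plus 3 SD, cut at about 35% in these data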;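 also: 0% = GSTO1-1 with DMSO and 100% = wells lacking GSTO1-1 enzyme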
Target sequence (P78417 whole entry, looked up): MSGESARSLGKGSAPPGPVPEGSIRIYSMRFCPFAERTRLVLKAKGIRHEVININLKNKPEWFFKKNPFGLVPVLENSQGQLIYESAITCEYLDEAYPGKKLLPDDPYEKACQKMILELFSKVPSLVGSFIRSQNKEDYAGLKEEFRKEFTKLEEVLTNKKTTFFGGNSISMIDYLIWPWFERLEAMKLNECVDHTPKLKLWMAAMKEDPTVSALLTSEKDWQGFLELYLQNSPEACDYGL
MEX-5 binding – MEX-5 zinc finger RNA-binding disruptors – biochemical, C. elegans, fluorescence polarization, MLPCN library, primary screen | MEX-5/FITC-TCR2 RNA binding; active compounds read low | 300,000 tested, 0.38% active | activity score (negative = inhibition of binding), % at 10 µM | Zinc finger protein mex-5 (Caenorhabditis elegans), Q9XUB2;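 active = inhibition past about -25% in most replicates, and total fluorescence under double the plate's negative control median, limit read from the data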;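 also: 0% = DMSO and -100% = 5 µM competing unlabeled TCR2 RNA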
Bcl-xL primary – inhibitors of human Bcl-xL, primary screen, biochemical, fluorescence polarization, HTS; Bcl-2-like protein 1 (Homo sapiens), Q07817; GST-Bcl-xL / FITC-Bim BH3 peptide fluorescence polarization; inhibition, % at 10.9 µM; 320,000 tested, 0.7% active;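 active = inhibition above the mean of all tested compounds plus 3 SD, cutoff set per campaign, cut at about 30% in these data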;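 also: 0% = DMSO wells and 100% = unlabeled Bim-BH3 peptide competitor; inhibitors lower millipolarization by displacing the labeled peptide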
Target sequence (Q07817 whole entry, looked up): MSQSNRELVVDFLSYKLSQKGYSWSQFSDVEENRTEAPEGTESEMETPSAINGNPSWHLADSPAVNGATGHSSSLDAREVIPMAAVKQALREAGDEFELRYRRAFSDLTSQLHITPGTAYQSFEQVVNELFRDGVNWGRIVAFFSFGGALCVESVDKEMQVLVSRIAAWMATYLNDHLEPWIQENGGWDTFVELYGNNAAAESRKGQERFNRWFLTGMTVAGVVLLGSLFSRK
TPT1 inh – Candida albicans TPT1 enzyme inhibitors, primary screen, biochemical, fluorescence polarization; recombinant caTPT1, FP RNA substrate dephosphorylation; inhibition, % at 5 µM; tRNA 2'-phosphotransferase TPT1 (Candida albicans SC5314); 300,000 tested, 0.81% active;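 active = inhibition above the mean of all tested compounds plus 3 SD, set per screening campaign, cut at about 24% in these data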;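 also: plate controls were DMSO alone for no effect and ferristatin control at 100 nM for full effect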
PME-1 inh – PME-1 inhibitors via competitive probe labeling, primary screen, biochemical, fluorescence polarization, FP-Rh probe, HTS. Protein phosphatase methylesterase 1 (Homo sapiens), Q9Y570. recombinant PME-1. inhibition, % at 5.9 µM. 320,000 tested, 0.53% active. AID 2130, 2009;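 active = inhibition above the campaign mean of all compounds plus 3 SD, cut at about 26% in these data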;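 also: competitive labeling of PME-1 active site by serine hydrolase directed probe; 0% = PME-1 with DMSO and 100% = wells lacking PME-1 enzyme; inhibitors block probe labeling so polarization falls and inhibition rises; many of its hits are not listed in these tables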
Target sequence (Q9Y570 whole entry, looked up): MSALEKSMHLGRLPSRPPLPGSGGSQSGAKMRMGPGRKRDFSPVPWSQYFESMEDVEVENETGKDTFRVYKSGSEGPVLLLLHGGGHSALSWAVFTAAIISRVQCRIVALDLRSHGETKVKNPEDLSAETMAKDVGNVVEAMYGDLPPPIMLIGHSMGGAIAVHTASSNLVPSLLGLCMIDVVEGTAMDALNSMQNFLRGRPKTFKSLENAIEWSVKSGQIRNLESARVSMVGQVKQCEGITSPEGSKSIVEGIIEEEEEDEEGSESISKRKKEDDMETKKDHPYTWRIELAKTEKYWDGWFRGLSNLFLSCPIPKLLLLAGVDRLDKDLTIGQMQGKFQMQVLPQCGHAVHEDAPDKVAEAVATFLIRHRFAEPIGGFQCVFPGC
MCL1-BIM inh – inhibitors of MCL1 binding to BIM-BH3, primary screen, biochemical, fluorescence polarization; Induced myeloid leukemia cell differentiation protein Mcl-1 (Homo sapiens), Q07820; GST-MCL1 / FITC-Bim-BH3 fluorescence polarization; inhibition, % at 10.9 µM; 320,000 tested, 0.68% active;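 active = inhibition above the mean inhibition of all tested compounds plus 3 SD, set per campaign, cut at about 40% in these data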;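 also: 0% = DMSO wells and 100% = unlabeled Bim-BH3 peptide control; higher means more loss of mP so more displacement of Bim peptide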
PAD4 FP inh – human PAD4 inhibitors, primary screen, biochemical, fluorescence polarization, 1536-well format. inhibition, % at 6.36 µM. recombinant PAD4, RCA probe fluorescence polarization. 330,000 tested, 0.41% active;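 active = percent inhibition above a cutoff equal to the mean of all tested compounds plus 3 SD, cut at about 15% in these data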;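 also: 0% = PAD4 with RCA probe and DMSO and 100% = probe without PAD4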
GLD-1 RNA inh – GLD-1/TGE RNA complex disruptors, primary screen, biochemical, fluorescence polarization. Female germline-specific tumor suppressor gld-1 (Caenorhabditis elegans), Q17339. purified GLD-1 + fluorescein TGE RNA. inhibition, % at 5.96 µM. 320,000 tested, 0.44% active. AID 2280, 2010;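 active = percent inhibition above a per-plate cutoff, the plate mean of test compounds plus 3 SD, cut at about 30% in these data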;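 also: 0% = DMSO wells with GLD-1 and probe and 100% = wells lacking GLD-1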
Fam108B counter – mouse Fam108B serine hydrolase inhibitors, primary screen, counter-screen for RBBP9 inhibitor project, biochemical, fluorescence polarization. recombinant Fam108B, FP-Rh probe fluorescence polarization. inhibition, % at 9.51 µM. 300,000 tested, 0.33% active. AID 1947, 2009;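 active = inhibition above the screen mean inhibition plus 3 SD, computed separately per campaign, cut at about 18% in these data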;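 also: inhibitors lower polarization as less probe binds the enzyme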
Starred values were filed as active, the others as inactive; · = no result given.

1. CN1C(=O)/C(=C/c2coc3ccc(O)cc3c2=O)SC1=S
2. Cc1cc(C)cc(N(CC(=O)NCC2CCCO2)C(=O)CCC(=O)Nc2cc(C)on2)c1 (stereo not drawn)
3. CC(C)C(C)NC(=O)CN1C(=O)NC(c2ccccc2)(c2ccccc2)C1=O (stereo not drawn)
4. COc1ccc(/C=N/n2nnnc2N)cc1OC
5. Cc1ccc(OCc2cccc(S(=O)(=O)N(C)C)c2)c([N+](=O)[O-])n1
6. CNC(C)C(=O)NC(C(=O)N1CCCC1C(=O)Nc1ccc2ncccc2c1)C(C)C (stereo not drawn)
7. Cc1nc(Nc2ccc(S(N)(=O)=O)cc2)sc1-c1ccccc1
8. CC(=O)Nc1ccc(NC(=O)COc2ccc(-c3ccc(C#N)cc3)cc2)cc1
assay / entry	1	2	3	4	5	6	7	8
GSTO1 inh	0	-3	-1	-5	2	·	-2	9
MEX-5 binding	-3.7	-0.6	-0.1	-1.9	-2.1	·	-1.3	-1.3
Bcl-xL primary	-12	5	3	4	-7	-8	3	6
TPT1 inh	24	2	-3	-2	-4	·	2	2
PME-1 inh	-9	0	-1	-2	4	-3	13	-12
MCL1-BIM inh	-12	1	2	-2	-10	-9	2	1
PAD4 FP inh	-3	-4	3	0	6	-5	2	-7
GLD-1 RNA inh	-15	-6	13	2	-2	-4	2	-2
Fam108B counter	-9	2	0	-2	-3	·	6	-10

9. CN(CC(=O)Nc1ccccc1N1CCOCC1)S(=O)(=O)c1ccc(F)cc1
10. CCc1nnc(NC(=O)c2ccc(COc3cccc(C)c3)o2)s1
11. COc1cccc(C(=O)Nc2ccc3c(c2)C(=O)NC3=O)c1
12. O=C(NC1CCCC1)c1cccc(NC(=O)c2ccco2)c1
13. CC(C)CNC(=O)c1cccc(NC(=O)c2ccco2)c1
14. O=C1CNC(=S)N1Cc1cccc(Cl)c1
15. N#CCC(=O)N/N=C/c1ccc(OCC(=O)Nc2ccc(F)cc2)cc1
16. COc1ccc(C(N)=O)cc1NC(=O)c1cccc(F)c1
assay / entry	9	10	11	12	13	14	15	16
GSTO1 inh	1	-4	1	-7	-6	-10	0	-1
MEX-5 binding	-1.0	0.1	-2.7	2.0	-3.7	1.3	-3.5	0.9
Bcl-xL primary	2	1	5	1	9	2	-2	3
TPT1 inh	-6	0	0	2	-1	-1	14	4
PME-1 inh	-7	2	-2	-4	-4	-1	-12	0
MCL1-BIM inh	4	2	1	-3	8	-1	-7	2
PAD4 FP inh	-7	-1	0	-5	-1	-2	0	-3
GLD-1 RNA inh	-1	0	3	4	1	-8	-10	-2
Fam108B counter	-1	-1	2	0	-2	-4	-2	2

17. CSc1cccc(NS(=O)(=O)c2cccc3nsnc23)c1
18. CC(OC(=O)c1cccs1)C(=O)Nc1nc(-c2ccccc2)cs1 (stereo not drawn)
19. O=C(Cc1ccccc1)Nc1ccc(F)cc1
20. COC(=O)c1c(C)oc2ccc(NS(=O)(=O)c3cccs3)cc12
21. O=C(COC(=O)/C=C/c1ccc(Cl)cc1)NC1CCCC1
22. COc1cccc(CNC(=O)CC2C(=O)NCCN2Cc2ccoc2)c1OC (stereo not drawn)
23. COC(=O)c1nccnc1C(=O)Nc1ccccc1N1CCOCC1
24. O=C(Nc1ccc(-c2n[nH]c(=S)o2)cc1)c1ccccc1Br
assay / entry	17	18	19	20	21	22	23	24
GSTO1 inh	1	5	4	2	·	-1	-5	-5
MEX-5 binding	-0.5	1.2	-0.2	0.0	·	0.0	1.0	1.6
Bcl-xL primary	0	-5	2	3	-6	10	2	-27
TPT1 inh	-1	1	-6	-1	·	-4	-2	-1
PME-1 inh	8	1	0	0	9	-1	2	7
MCL1-BIM inh	1	-15	-16	-5	-2	5	-2	-24
PAD4 FP inh	-5	-3	-3	-6	-7	5	0	-1
GLD-1 RNA inh	6	6	-7	-2	6	10	-1	9
Fam108B counter	5	-5	1	-4	·	-4	-2	-5

25. O=C(Nc1cccc(-n2cnnn2)c1)c1cc(Cl)ccc1Cl
26. COc1ccc(-c2csc3ncnc(N4CCN(c5ccc(OC)cc5)CC4)c23)cc1
27. O=C(Cc1cccs1)N/N=C/c1ccccn1
28. [O-][n+]1onc2c1CCC1N(O)C(c3ccccc3)CC21O (stereo not drawn)
29. CC(=O)c1ccc(NC(=O)CCC(=O)OCC(=O)c2cccc([N+](=O)[O-])c2)cc1
30. CC(C)c1[nH]nc2c1C(C(C)C)C(C#N)=C(N)O2 (stereo not drawn)
31. CCN(C(=O)CSc1nnc(COc2cccc(C)c2)o1)c1nc(C)cs1
32. Cc1noc(C)c1S(=O)(=O)NCc1cccc(Cl)c1
assay / entry	25	26	27	28	29	30	31	32
GSTO1 inh	-5	-6	-7	2	3	0	3	·
MEX-5 binding	-1.8	1.1	-5.1	0.1	0.1	-1.3	0.4	·
Bcl-xL primary	3	-4	2	-1	5	9	1	-4
TPT1 inh	-5	3	1	-1	1	1	2	·
PME-1 inh	1	6	4	-4	-2	3	-3	1
MCL1-BIM inh	3	1	4	3	4	6	-3	-2
PAD4 FP inh	-3	2	6	-4	-2	-3	-4	-1
GLD-1 RNA inh	-3	-3	8	-4	5	-6	2	3
Fam108B counter	2	6	-2	-2	2	0	0	·

33. CCOCCn1c(CN2CCCC(C)C2)nc2c1c(=O)n(C)c(=O)n2C (stereo not drawn)
34. CC(C)(C)c1ccc(C(=O)NCCOc2ccccc2F)cc1
35. CC(CCc1ccccc1)NC(=O)CCN1N=C(c2ccccc2)CCC1=O (stereo not drawn)
36. O=C(Nc1cn(-c2ccccc2)nc1-c1ccc(F)cc1)c1ccccc1
37. COc1cccc(-n2c(C)cc(/C=C3\C(=N)N4N=C(CC(=O)N5CCOCC5)SC4=NC3=O)c2C)c1
38. COc1ccc(CCNC(=O)CSc2nnc3ccc(-c4ccccn4)nn23)cc1
39. CCc1cc2c(=O)n(CCC(C)C)c(=S)[nH]c2s1
40. COc1ccc(OC)c(CN2CCCC(C(=O)c3ccccc3SC)C2)c1 (stereo not drawn)
assay / entry	33	34	35	36	37	38	39	40
GSTO1 inh	2	5	-2	-1	-28	1	-14	-3
MEX-5 binding	0.1	-0.9	3.7	2.4	-11	0.0	1.9	-0.9
Bcl-xL primary	5	-1	6	-1	-7	2	6	1
TPT1 inh	-1	-6	0	1	11	1	0	2
PME-1 inh	-2	-2	-2	-5	-4	4	1	0
MCL1-BIM inh	4	-3	3	2	-9	1	6	4
PAD4 FP inh	-2	-3	4	0	-3	1	2	-2
GLD-1 RNA inh	2	0	-1	-7	-4	6	-10	5
Fam108B counter	1	-3	-1	1	-1	0	-5	6

41. O=C(O)c1cc(S(=O)(=O)N(Cc2ccccc2)c2cccc(C(F)(F)F)c2)ccc1Cl
42. COCCOC(=O)C(CC(=O)O)NCc1ccco1 (stereo not drawn)
43. CC1CCCCN1C(=O)CCC(=O)Nc1nnc(C(F)(F)F)s1 (stereo not drawn)
44. CCSC1=C(C#N)C(c2cccs2)C(C(=O)OC)=C(C)N1 (stereo not drawn)
45. CCC(Sc1nc2n[nH]c(C)c2c(=N)n1-c1cccc(Cl)c1)C(=O)NCCOC (stereo not drawn)
46. Cn1[nH]c(C(F)(F)F)c(C=NCc2ccc(Cl)cc2)c1=O
47. COC(=O)C(Sc1nc(C)cc(C)c1C#N)c1ccccc1 (stereo not drawn)
48. CCCCn1c(SCC(=O)Nc2ccc3c(c2)OCCO3)nnc1C(CC)N(C)C (stereo not drawn)
assay / entry	41	42	43	44	45	46	47	48
GSTO1 inh	7	-50	-3	5	-15	-5	-3	·
MEX-5 binding	0.6	0.3	2.5	1.0	1.4	-0.4	0.3	·
Bcl-xL primary	4	3	5	1	1	1	2	3
TPT1 inh	1	1	-2	0	-3	-1	-5	·
PME-1 inh	-2	2	-4	3	6	2	1	5
MCL1-BIM inh	3	-2	-3	6	-1	-1	4	1
PAD4 FP inh	-6	4	-3	5	-3	-3	-2	6
GLD-1 RNA inh	-3	5	1	11	-4	2	6	-3
Fam108B counter	-6	0	6	3	-4	0	-5	·

49. CC(=O)NCCOc1nc(N2CCCCC2)nc(N2CCCCC2)n1
50. Cn1nc(C2CC2)cc1NC(=O)CC(CC(=O)O)c1ccccc1 (stereo not drawn)
51. CN(CC(=O)OCC(=O)NCc1ccccc1)S(=O)(=O)c1ccc(Cl)cc1
52. Cc1cc(C)nc(NC(=S)Nc2ccccc2)n1
53. CC(C)Oc1ccc(S(=O)(=O)N2CCCCC2)cc1NC(=O)C1=COCCO1
54. S=C(Nc1cccnc1)NC1CCCCCCC1
55. COc1ccc(OC)c(S(=O)(=O)N2CCN(CC(O)COc3ccc(C#N)cc3)CC2)c1 (stereo not drawn)
56. Cc1ccc(C(=O)C[n+]2cc(Br)cc(Br)c2)cc1
assay / entry	49	50	51	52	53	54	55	56
GSTO1 inh	8	7	0	14	-1	2	1	4
MEX-5 binding	1.6	-3.7	0.7	0.9	0.5	-2.2	0.1	-0.5
Bcl-xL primary	-4	2	1	4	-1	4	5	6
TPT1 inh	1	-2	-4	-1	0	0	-1	-2
PME-1 inh	7	1	9	2	2	3	0	-1
MCL1-BIM inh	4	5	-5	6	-6	3	-3	15
PAD4 FP inh	-2	2	1	-1	-3	-2	-1	-4
GLD-1 RNA inh	-4	4	0	0	5	8	6	5
Fam108B counter	-1	4	4	-1	1	7	-3	1

57. COc1ccc(NC(=O)CNc2ccccc2N2CCCC2=O)cc1S(=O)(=O)N1CCOCC1
58. Cc1ccc(NC(=O)Nc2ccc3c(c2)nc(C)n3C)cc1C
59. O=C(Nc1ccc(S(=O)(=O)N2CCCC2)cc1)c1ccc(CN2CCOCC2)cc1
60. COC(=O)COc1ccc(S(=O)(=O)NCCC2=CCCCC2)cc1
assay / entry	57	58	59	60
GSTO1 inh	·	2	2	17
MEX-5 binding	·	-1.1	0.6	-1.3
Bcl-xL primary	4	-2	-1	5
TPT1 inh	·	0	4	2
PME-1 inh	-6	-1	1	1
MCL1-BIM inh	0	-10	8	3
PAD4 FP inh	-7	-8	-2	-2
GLD-1 RNA inh	1	-6	6	4
Fam108B counter	·	-3	-2	1

One compound at a time (already shown). Values in the order: GSTO1 inh | MEX-5 binding | Bcl-xL primary | TPT1 inh | PME-1 inh | MCL1-BIM inh | PAD4 FP inh | GLD-1 RNA inh | Fam108B counter
COC(=O)COc1ccc(S(=O)(=O)NCCC2=CCCCC2)cc1 as listed: 17 | -1.3 | 5 | 2 | 1 | 3 | -2 | 4 | 1
Cc1ccc(NC(=O)Nc2ccc3c(c2)nc(C)n3C)cc1C as listed: 2 | -1.1 | -2 | 0 | -1 | -10 | -8 | -6 | -3
COc1ccc(NC(=O)CNc2ccccc2N2CCCC2=O)cc1S(=O)(=O)N1CCOCC1 as listed: · | · | 4 | · | -6 | 0 | -7 | 1 | ·

Screens as filed in PubChem.

This is a subset (hit frequency here may not be typical).
